APOBEC3A inh: blocks human APOBEC3A ssDNA deamination; recombinant A3A, FAM/TAMRA ssDNA deamination fluorescence; AID 493011; P31941; inhibition, % at 20 µM; 330,000 tested, 0.41% active;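 active means at least 40% inhibition at 20 µM here, with at most 30% in a related deaminase screen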;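 further: plate controls were A3A with DMSO for no effect and wells lacking A3A enzyme for full effect; some results filed as inactive read as strong as hits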
Target sequence (P31941 whole entry, looked up): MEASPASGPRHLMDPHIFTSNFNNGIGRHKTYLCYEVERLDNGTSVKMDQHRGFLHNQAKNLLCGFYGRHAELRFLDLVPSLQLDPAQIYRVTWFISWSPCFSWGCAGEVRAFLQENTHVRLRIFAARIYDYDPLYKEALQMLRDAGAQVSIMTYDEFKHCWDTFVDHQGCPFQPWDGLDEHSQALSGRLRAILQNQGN
hIAP activ: increases human intestinal alkaline phosphatase activity; P09923; purified human IAP, CDP-Star luminescence, 30 min; hits give high values; 1 = vehicle-only enzyme, 0 = enzyme-free background; activation factor at 10 µM; 330,000 tested, 0.16% active; AID 2524;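 active means activation factor of the enzyme at least 2-fold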; further: the source names both 10 and 20 µM as test concentration; values of inactives mirror those of a sister screen read the other way
Target sequence (P09923 whole entry, looked up): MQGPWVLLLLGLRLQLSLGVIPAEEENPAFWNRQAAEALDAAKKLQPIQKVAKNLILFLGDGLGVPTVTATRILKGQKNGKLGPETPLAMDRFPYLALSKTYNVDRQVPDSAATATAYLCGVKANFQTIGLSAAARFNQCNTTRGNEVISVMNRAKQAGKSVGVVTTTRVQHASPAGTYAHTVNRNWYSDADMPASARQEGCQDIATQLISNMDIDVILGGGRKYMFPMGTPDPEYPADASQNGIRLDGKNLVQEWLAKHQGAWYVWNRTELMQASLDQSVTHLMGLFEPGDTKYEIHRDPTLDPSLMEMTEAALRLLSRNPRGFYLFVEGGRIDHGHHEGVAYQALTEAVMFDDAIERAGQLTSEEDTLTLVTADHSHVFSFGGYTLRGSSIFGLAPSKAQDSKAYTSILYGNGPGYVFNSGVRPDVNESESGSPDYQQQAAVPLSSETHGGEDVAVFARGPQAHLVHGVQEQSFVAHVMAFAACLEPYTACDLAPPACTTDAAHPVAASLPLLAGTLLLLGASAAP
mIAP activ: mouse IAP activation; muIAP, CDP-Star luminescence, 30 min; hits give high values; 1 = vehicle-only enzyme signal, 0 = enzyme-free wells; activation factor at 10 µM; 330,000 tested, 0.24% active;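 active means activation factor of at least 2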; further: the source names both 10 and 20 µM as test concentration; values of inactives mirror those of a sister screen read the other way
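System: mouse IAP enzyme. Reagent: CDP-Star chemiluminescent phosphatase substrate. Benchmarks: DMSO wells, no-enzyme wells. Times: 30 min enzyme-substrate-compound incubation at room temperature. Detection: luminescence from enzymatic CDP-Star hydrolysis. Doses: test compounds delivered from DMSO solution.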
A3G deaminase: blocks human APOBEC3G single-stranded DNA deamination; AID 493012; inhibition, % at 20 µM; 330,000 tested, 0.28% active; recombinant A3G, ssDNA deamination FAM/TAMRA fluorescence; Q9HC16;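 active means inhibition of at least 40% at 20 µM, with no more than 30% in the related APOBEC3A deaminase screen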;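 further: plate controls were DMSO wells with A3G for no effect and wells lacking A3G enzyme for full effect; some compounds called inactive have numbers as strong as hits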
Target sequence (Q9HC16 whole entry, looked up): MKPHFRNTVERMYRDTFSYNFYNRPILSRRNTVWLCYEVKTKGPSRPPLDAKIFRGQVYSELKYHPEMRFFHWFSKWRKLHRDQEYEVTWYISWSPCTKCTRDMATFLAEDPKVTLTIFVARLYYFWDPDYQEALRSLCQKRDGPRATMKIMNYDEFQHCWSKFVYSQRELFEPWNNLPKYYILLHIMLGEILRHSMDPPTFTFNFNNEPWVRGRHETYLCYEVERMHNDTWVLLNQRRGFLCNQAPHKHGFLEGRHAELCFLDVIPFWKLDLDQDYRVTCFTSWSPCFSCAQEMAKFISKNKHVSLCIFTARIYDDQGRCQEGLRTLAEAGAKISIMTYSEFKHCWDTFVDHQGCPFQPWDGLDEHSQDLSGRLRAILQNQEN
beta cell repl: inducers of beta-cell replication in MIN6 cells | MIN6 cells proliferation, ATPlite luminescence, 48 h; cells starved in 0.2% serum; 100% = growth in 10% serum | 330,000 tested, 0.29% active | proliferation, % at 10 µM;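 active means compounds whose signal lies at least 3.5 SD above the mean of all wells on their plate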;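 further: 0% = DMSO-treated cells in low-serum medium and 100% = 10% serum control; some compounds called inactive have numbers as strong as hits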
hIAP inh: human IAP inhibition; AID 2544; 330,000 tested, 0.12% active; inhibition, % at 10 µM; purified IAP, CDP-Star luminescence, 30 min; P09923;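 active means inhibition reaching a set limit with compound at 10 µM in the primary screen, cut at about 35% in these data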;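 further: plate controls were DMSO wells with enzyme for no effect and no-enzyme buffer wells for full effect; values of inactives mirror those of a sister screen read the other way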
MPTP block: blocks calcium-induced mitochondrial swelling. AID 602449. 360,000 tested, 1.4% active. inhibition, % at 10 µM. isolated mouse mitochondria, Ca2+ swelling absorbance, 30 min;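 active means inhibition of 50% or more, scaled per plate between neutral and stimulator controls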;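 further: 0% = DMSO wells given calcium and 100% = 1 mM EGTA wells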
ATG4B inh: blocks human ATG4B protease cleavage of LC3 substrate; AID 504462; ATG4B cleavage of LC3-PLA2, NBD-HPC fluorescence, 1 h; 340,000 tested, 0.51% active; inhibition, % at 8.33 µM; Q9Y4P1; in the data active means inhibition above about 40%
mIAP block: mouse IAP inhibition; purified mouse IAP, CDP-Star luminescence, 30 min; inhibition, % at 10 µM; 330,000 tested, 0.2% active;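 active means inhibition of at least 40% at 10 µM in the primary screen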;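 further: plate controls were DMSO with enzyme for no effect and no enzyme wells for full effect; values of inactives mirror those of a sister screen read the other way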
* marks the source's active call; other numbers are inactive results; . = not tested or not shown. This is a random part of the collection, and some 3.3% of all compounds hit somewhere here.

SMILES | APOBEC3A inh | hIAP activ | mIAP activ | A3G deaminase | beta cell repl | hIAP inh | MPTP block | ATG4B inh | mIAP block
Cn1cncc1C#Cc1ccc2cc(CCCO)oc(=O)c2c1 | -1 | 0.89 | 1.1 | -4 | 3 | 11 | -0.9 | -21 | -9
CCCc1cc(=O)oc2cc3oc(C)c(C)c3cc12 | 0 | 0.96 | 0.93 | -2 | 5 | 4 | 4.9 | 0 | 7
Cc1ccc(C(=O)Nc2scc(-c3ccccc3)c2C(=O)O)cc1 | 3 | 1.3 | 0.91 | 8 | -4 | -26 | 1.0 | 22 | 9
O=C(Nc1cnccn1)Nc1ccccc1Cl | 0 | 0.98 | 0.97 | 0 | 1 | 2 | 0.2 | -3 | 3
CC1CCCN(c2ccc(C(=O)Nc3nnc(C4CC4)s3)cc2[N+](=O)[O-])C1 (stereo not drawn) | 4 | 1.2 | 0.9 | 0 | -2 | -18 | 2.8 | -1 | 10
O=C(O)Cc1sc(Nc2ccccc2)nc1-c1ccc(Cl)cc1 | 12 | 0.97 | 0.96 | 11 | -2 | 3 | -1.6 | 7 | 4
CCOC(=O)[C@H]1[C@H]2COc3ccc(OC)cc3[C@@H]2N2C(=O)[C@H](C)NC(=O)[C@@]12C | -3 | 1.1 | 0.97 | -10 | 9 | -6 | 0.0 | -12 | 3
Cc1ccc(C(=O)Nc2ccc(S(=O)(=O)N3CCCC3)cc2)cc1 | 2 | 0.96 | 0.99 | 2 | -1 | 4 | -1.0 | 6 | 1
CC(NC(=O)C(C(=O)c1cccc([N+](=O)[O-])c1)n1cc(Cl)ccc1=O)c1ccccc1 (stereo not drawn) | -8 | 0.96 | 0.96 | -10 | 1 | 4 | 4.5 | 2 | 4
Cc1ccc(S(=O)(=O)NCCC(=O)N2CCCC(C)C2)cc1 (stereo not drawn) | 3 | 1.1 | 1.1 | -4 | 4 | -7 | 0.2 | -9 | -7
Cc1cc(C)cc(C(=O)/C=C2\NC(=O)CS2)c1 | -2 | 1 | 1.1 | -6 | -1 | -4 | 0.8 | -12 | -9
CN(CC(O)CN)CC(O)CN1CCCCC1 (stereo not drawn) | -4 | 1.3 | 1 | 2 | -1 | -26 | -0.5 | -1 | -3
C[C@H](CO)N1C[C@H](C)[C@@H](CN(C)C(=O)Nc2ccc(C(F)(F)F)cc2)Oc2c(NS(=O)(=O)c3cn(C)cn3)cccc2C1=O | 1 | 0.94 | 1.2 | -4 | 2 | 6 | 2.7 | -9 | -16
COc1ccc(N2C(=O)CSC2c2cccc(F)c2)cc1 (stereo not drawn) | -3 | 1.2 | 1 | -5 | 1 | -16 | -0.8 | 6 | 0
Cc1ccc(N2C(=O)c3ccc(C(=O)O)cc3C2=O)c(C)c1 | 0 | 0.97 | 0.89 | -3 | -1 | 3 | -1.2 | -3 | 11
COc1cc(-c2noc(-c3ccccc3C(=O)NCc3ccco3)n2)cc(OC)c1OC | 1 | 1.1 | 0.97 | 13 | 3 | -7 | -1.3 | -5 | 3
CCOC(=O)c1c(NC(=O)CSc2n[nH]c(CNc3ccccc3)n2)sc(C)c1C | 3 | 1.2 | 0.96 | -1 | -2 | -18 | 9.5 | 21 | 4
CCCCN(C)CCNC(=O)CCn1nc(-c2ccc(Cl)cc2)ccc1=O | -1 | 1.1 | 0.99 | -1 | -1 | -7 | -1.0 | 2 | 1
COC(C/C=C/C(=O)COCc1ccccc1)OC | 0 | 1.1 | 0.98 | -3 | -5 | -10 | 0.7 | -2 | 2
CC(=O)Nc1ccc(Nc2ccc3nonc3c2[N+](=O)[O-])cc1 | -1 | 1.1 | 1.1 | -1 | 1 | -8 | 0.2 | -9 | -7
COc1ccccc1-n1nnnc1SCC(=O)Nc1ccccn1 | 2 | 0.89 | 0.97 | 5 | 1 | 11 | 0.9 | -9 | 3
COc1ccc(N2CCN(C(=O)Cn3c(=O)[nH]c4ccccc4c3=O)CC2)cc1 | -3 | 0.95 | 0.99 | -8 | -1 | 5 | . | . | 1
COc1cc(OC)cc(C(=O)NCCSCc2ccc(Cl)cc2)c1 | -2 | 0.85 | 1.1 | -6 | -1 | 14 | 0.7 | -1 | -9
O=C(Nc1cccc(-n2cnnn2)c1)c1cccc(Cl)c1 | -6 | 1 | 0.92 | -4 | 9 | -4 | -1.1 | -6 | 8
COc1cc2c(cc1OC)CN(C(=O)CCCN1C(=O)c3ccccc3C1=O)CC2 | 2 | 0.95 | 1 | 0 | -2 | 5 | 0.6 | -3 | -2

Record cards (already shown). Order of screens: APOBEC3A inh	hIAP activ	mIAP activ	A3G deaminase	beta cell repl	hIAP inh	MPTP block	ATG4B inh	mIAP block
Cc1cc(C)cc(C(=O)/C=C2\NC(=O)CS2)c1 reads -2	1	1.1	-6	-1	-4	0.8	-12	-9
COc1ccc(N2C(=O)CSC2c2cccc(F)c2)cc1 (stereo not drawn) reads -3	1.2	1	-5	1	-16	-0.8	6	0
CCOC(=O)[C@H]1[C@H]2COc3ccc(OC)cc3[C@@H]2N2C(=O)[C@H](C)NC(=O)[C@@]12C reads -3	1.1	0.97	-10	9	-6	0.0	-12	3

Additional records:
SMILES | APOBEC3A inh | hIAP activ | mIAP activ | A3G deaminase | beta cell repl | hIAP inh | MPTP block | ATG4B inh | mIAP block
COc1cccc(C(=O)NN2CCOCC2)c1 | 3 | 1.5 | 0.98 | 3 | 0 | -47 | 0.2 | -2 | 2
CC(=O)Nc1ccc2c(CSc3nnc(-c4cccnc4)n3-c3ccc(C)cc3C)cc(=O)oc2c1 | -6 | 0.94 | 1 | -9 | -1 | 6 | 0.3 | -17 | -1
CCC(=O)N1c2ccccc2[C@@H](N(C(C)=O)c2ccccc2)C[C@H]1C | -5 | 1.1 | 1.1 | -7 | -1 | -10 | -2.1 | -4 | -6
CCCCOc1ccc(-c2ncc([N+](=O)[O-])cn2)cc1 | 2 | 1.3 | 0.93 | -7 | 1 | -26 | 1.1 | -14 | 7
COCCNc1c(-c2ccc(O)cc2)nc2ccc(Cl)cn12 | -2 | 1.1 | 1 | 7 | -4 | -6 | -2.2 | -7 | -4
COc1ccc2cc(CCC(C)=O)ccc2c1 | 2 | 0.97 | 1.1 | -3 | 0 | 3 | 0.3 | -6 | -10
CCC(C)[C@H](NC(=O)N1CCCC1)C(=O)O (stereo partly drawn) | -6 | 1.1 | 1.1 | -6 | -2 | -15 | -0.1 | -6 | -12
CNc1c(NS(=O)(=O)c2ccc(OC)c(Cl)c2)c(=O)oc2ccccc12 | -7 | 1.1 | 0.98 | -5 | -6 | -12 | -1.6 | 0 | 2
C=CCn1c(=O)c(C(=O)NCCNCC)c(O)c2ccccc21 | 1 | 0.88 | 1 | 1 | -3 | 12 | -3.5 | 5 | -4
CCOC(=O)N1CCC(N2Cc3cccc(C(=O)Nc4ccc(OC)c(OC)c4)c3C2=O)CC1 | -6 | 0.86 | 0.91 | -8 | -1 | 14 | -1.1 | -6 | 9
COc1ccc(CCNC(=S)Nc2cccc(C)c2)cc1 | -2 | 1.2 | 1.2 | -3 | -2 | -18 | -2.0 | 7 | -24
O=C(O)c1cc(S(=O)(=O)NC(Cc2c[nH]c3ccccc23)C(=O)O)ccc1Cl (stereo not drawn) | 3 | 1 | 0.92 | 2 | -4 | -4 | 1.0 | -1 | 8
COC(=O)c1c(NC(=O)CN2CCN(c3ccccc3OC)CC2)c2c(C)cccc2n1C | -5 | 1 | 1 | -5 | -1 | -4 | . | . | 0
COc1cc(S(=O)(=O)N2CCOCC2)cc(C(=O)OCC(=O)NC2CCCCC2)c1OC | -4 | 1 | 0.99 | -11 | 0 | -4 | 0.6 | -9 | 1
CC1=C(C(=O)OCc2ccc3c(c2)OCO3)C(c2ccccc2)NC(=O)N1 (stereo not drawn) | -2 | 1.7 | 0.84 | -6 | -3 | -70 | 4.1 | -13 | 16
CC(=O)Nc1ccc(NC(=O)CSc2nc3ccccc3c(=O)n2CCCN2CCOCC2)cc1 | -4 | 1 | 1 | -5 | -2 | -4 | 2.0 | -3 | -4
N#CCCN(C(=O)COC(=O)c1cc2ccccc2oc1=O)c1ccccc1 | -4 | 1.1 | 1.2 | -8 | 9 | -12 | -1.3 | 0 | -20
O=C(O)c1ccc(OCC(O)Cn2c3ccccc3c3ccccc32)cc1 (stereo not drawn) | 5 | 1 | 0.89 | -3 | 3 | 0 | 1.8 | 3 | 11
O=C(CCn1c(=O)c2sccc2n(Cc2cc(=O)n3ccccc3n2)c1=O)NCc1ccco1 | 2 | 1.2 | 1 | 1 | -1 | -16 | -0.9 | 3 | -4
Cn1cc([N+](=O)[O-])c(C(=O)N/N=C/c2ccccc2)n1 | -2 | 0.7 | 0.93 | 1 | 1 | 30 | -0.6 | 4 | 7
CCCOc1ccc(C(=O)NCC(C)(C)N2CCOCC2)cc1 | 2 | 1.1 | 1.1 | -3 | -3 | -8 | 13 | -12 | -7
Cc1cc(C)c(C)c(OCCN2CCOCC2)c1 | -1 | 1.1 | 1 | 1 | 3 | -10 | -0.7 | -2 | -1
O=C(NCCc1ccccc1)[C@@H]1CC=C[C@@H]2CCN(Cc3ccc(Cl)c(Cl)c3)C(=O)[C@@H]21 | -6 | 0.82 | 1.1 | -9 | -8 | 18 | -1.0 | 24 | -12
C=CCNC(=S)NCC1COc2ccccc2O1 (stereo not drawn) | -1 | 0.87 | 1.1 | -6 | 0 | 13 | 2.2 | 0 | -10
COC(CNc1ccc([N+](=O)[O-])c(NCC(OC)OC)c1C#N)OC | -1 | 0.68 | 0.98 | -8 | 0 | 32 | 3.6 | 4 | 2
Further structures:
SMILES | APOBEC3A inh | hIAP activ | mIAP activ | A3G deaminase | beta cell repl | hIAP inh | MPTP block | ATG4B inh | mIAP block
O=C(CSc1ncccn1)N1CCC(Cc2ccccc2)CC1 | 0 | 0.95 | 0.85 | -4 | -4 | 4 | 0.4 | -4 | 15
CN1C(=O)CSC1=NC12CC3CC(CC(C3)C1)C2 | -3 | 0.98 | 0.97 | -2 | -2 | 2 | -1.3 | 3 | 3
Cn1c(SC/C=C/c2ccccc2)nnc1-c1cnccn1 | -3 | 0.98 | 0.94 | -6 | -2 | 2 | 2.1 | 4 | 6
Cc1ccc(CNC2CCCCC2)s1 | -4 | 0.93 | 1 | -2 | 1 | 7 | 0.2 | 5 | -2
Cc1cc(C)nc(SCCC(=O)Nc2ccc(F)cc2)n1 | -1 | 0.94 | 0.94 | -8 | -3 | 6 | 1.2 | 2 | 6
CCN1C[C@@H]2[C@@H]3C(=O)N(C)C(=O)[C@@H]3[C@](Cc3ccccc3)(C(=O)OC)N2C1=NC1CCCCC1 | 1 | . | 1.2 | 1 | . | . | -0.8 | 2 | -11
O=C(NCc1ccccn1)c1cn(CCc2ccccc2)nn1 | -3 | 0.92 | 1.1 | -5 | 0 | 8 | -1.4 | 2 | -12
CCCN1Cc2cccc(C(N)=O)c2C1=O | -4 | 0.82 | 0.88 | -8 | -1 | 18 | -0.5 | -6 | 12
COc1ccccc1C(=O)NNC(=O)c1cccc(Cl)c1 | 0 | 0.98 | 0.94 | -3 | -3 | 2 | 0.6 | 11 | 6
CSc1nc2sc3c(c2c(=O)[nH]1)CCc1ccccc1-3 | 1 | 1 | 1.1 | -3 | 0 | -3 | 1.2 | -2 | -6
S=c1[nH]nc(-c2ccco2)n1/N=C/c1ccc(Cl)cc1Cl | 2 | 0.98 | 0.93 | 27 | 0 | 2 | 13 | 8 | 7
N[C@@H]1CONC1=O | -1 | 1 | 0.99 | -6 | -3 | 0 | . | . | 1
CC(C(=O)Nc1ccccc1C(=O)N1CCOCC1)N(c1ccccc1)S(C)(=O)=O (stereo not drawn) | -2 | 1 | 0.98 | 0 | -2 | -3 | -0.3 | 6 | 2

From PubChem
